# Screening results deposited in PubChem BioAssay by several laboratories.
# bovine MsrA act: activates bovine MsrA enzyme; purified bovine MsrA, absorbance read-out; activation, % at 10.6 µM; hit rate 0.3% among 360,000; AID 602163; in the data active means activation above about 7.5%;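 further: 0% = vehicle and 100% = reference activator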
# Scp-1 inhibitor: Scp-1 (human) phosphatase inhibition. hit rate 0.88% among 340,000. Recombinant Scp1, phosphopeptide, malachite green phosphate absorbance. inhibition, % at 20 µM. Q9GZU7;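 active means inhibition above about 50% at 20 µM, limit read from the data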;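 further: plate controls were DMSO wells with enzyme for no effect and wells lacking enzyme for full effect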
# Target sequence (Q9GZU7 76-261 limits assumed): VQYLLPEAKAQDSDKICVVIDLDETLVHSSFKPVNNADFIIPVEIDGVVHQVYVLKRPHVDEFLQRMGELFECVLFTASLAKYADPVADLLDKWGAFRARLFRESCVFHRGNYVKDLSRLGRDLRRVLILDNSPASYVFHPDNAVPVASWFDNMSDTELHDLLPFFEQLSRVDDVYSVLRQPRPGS
#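 Assay system: SCP-1 catalytic fragment, aa 76-261 | Buffer or medium: Tris acetate buffer pH 5.5 with MgCl2 and Tween-20 | Compound: One concentration, 20 µM, with 1.0% DMSO | Also added: Phospho 17-mer peptide substrate | Signal: Absorbance at 630 nm | Incubation: 45 min enzyme reaction at room temperature | Measure: % inhibition of SCP-1 phosphate liberation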
# DNMT1 block: DNMT1 (human) enzyme inhibition. AID 588458. P26358. DNMT1 molecular beacon, Hinp1I cleavage, fluorescence. hit rate 0.83% among 360,000. inhibition (reported as % activation of signal), % at 10 µM; in the data active means inhibition above about 50%
# E coli Lon inh: E. coli protease La inhibition; P0A9M0; purified E. coli Lon protease, fluorescence polarization; inhibition, % at 7.94 µM; hit rate 0.42% among 360,000; in the data active means inhibition above about 13%, passing the limit was not always enough;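 further: 0% = enzyme with probe and DMSO and 100% = no enzyme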
# SUMO1 PPI mod: modulators of human SUMO1-mediated protein-protein interactions | inhibition, % at 20 µM | SUMO1 binding to a labelled peptide, TR-FRET, 1 h | hit rate 0.33% among 360,000; in the data active means inhibition above about 37%
# Target sequence (P63165 whole entry, looked up): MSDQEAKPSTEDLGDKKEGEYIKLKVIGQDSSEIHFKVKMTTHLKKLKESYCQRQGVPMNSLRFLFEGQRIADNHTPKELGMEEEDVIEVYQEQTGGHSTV
# MsrA inhibitor: inhibits bovine methionine sulfoxide reductase A | purified bovine MsrA, absorbance read-out | inhibition, % at 15.5 µM | hit rate 0.75% among 360,000; in the data active means inhibition above about 4.5%;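 further: 0% = vehicle wells with enzyme and 100% = reference inhibitor wells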
# NRP1-CendR mod: modulators of CendR peptide binding to human neuropilin-1. FAM-RPARPAR peptide binding to NRP-1, fluorescence polarization. inhibition, % at 25 µM. hit rate 0.85% among 360,000;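 active means inhibition or corrected inhibition above about 18%, plus a signal ratio from 0.5 to 1.5, limit read from the data, passing the limit was not always enough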; further: strong numbers were not always called active
# STEP inh: blocks human striatal-enriched tyrosine phosphatase | P54829 | recombinant STEP, OMFP fluorogenic substrate, fluorescence | inhibition, % at 20 µM | hit rate 0.25% among 360,000;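 active means inhibition at 20 µM, scaled per plate between control wells, above about 37%, limit read from the data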;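 further: 0% = DMSO with enzyme and substrate and 100% = substrate only without enzyme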
# Target sequence (P54829 whole entry, looked up): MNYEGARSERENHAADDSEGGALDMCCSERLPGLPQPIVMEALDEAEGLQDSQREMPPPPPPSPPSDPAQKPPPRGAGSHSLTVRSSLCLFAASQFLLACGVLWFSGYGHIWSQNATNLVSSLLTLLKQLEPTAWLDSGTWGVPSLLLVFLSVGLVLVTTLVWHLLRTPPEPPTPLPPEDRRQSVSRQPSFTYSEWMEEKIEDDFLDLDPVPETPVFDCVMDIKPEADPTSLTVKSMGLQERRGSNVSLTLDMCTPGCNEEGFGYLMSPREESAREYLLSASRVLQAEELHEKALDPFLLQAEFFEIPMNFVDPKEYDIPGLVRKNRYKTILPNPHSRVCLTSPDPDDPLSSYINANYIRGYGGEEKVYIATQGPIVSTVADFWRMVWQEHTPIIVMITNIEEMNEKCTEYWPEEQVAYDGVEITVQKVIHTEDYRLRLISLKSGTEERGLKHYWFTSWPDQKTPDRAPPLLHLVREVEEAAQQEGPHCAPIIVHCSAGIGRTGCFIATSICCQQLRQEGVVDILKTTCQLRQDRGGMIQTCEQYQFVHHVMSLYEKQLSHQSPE
#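 material = STEP tyrosine phosphatase | reagent = fluorogenic phosphatase substrate OMFP at 25 µM final | doses = single compound dose of 20 µM, 1% DMSO final | schedule = 20 min reaction, room temperature, in the dark | measured by = fluorescence, 480/540 nm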
# TbMetRS inhib: Trypanosoma brucei MetRS inhibition. purified T. brucei MetRS, ATP depletion, Kinase-Glo luminescence. inhibition, % at 11.9 µM. hit rate 0.4% among 360,000. AID 624268;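 active means inhibition above a per-plate cutoff of the control wells' mean inhibition plus 3 SD, cut at about 5.5% in these data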;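 further: 0% = DMSO wells median and 100% = median of wells with control inhibitor compound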
#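 Material – parasite MetRS enzyme · Medium – HEPES-MgCl2-KCl buffer plus DTT, spermine, BSA, pyrophosphatase · Reagent – ATP, methionine and E. coli bulk tRNA substrates · Times – 15 min enzyme-compound preincubation, 2 h reaction, 10 min detection, 25 °C · Measured by – luminescence of leftover ATP · Evaluation – percent inhibition relative to median high and low control wells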
# LMPTP inh: blocks human LMPTP phosphatase; recombinant LMPTP-A, OMFP fluorogenic substrate, fluorescence intensity; inhibition, % at 20 µM; hit rate 0.22% among 360,000;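 active means compounds that cut the enzyme signal by at least half of the control window in the single-dose screen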;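 further: plate controls were DMSO wells with enzyme plus substrate for no effect and substrate without enzyme for full effect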
# Target sequence (P24666 whole entry, looked up): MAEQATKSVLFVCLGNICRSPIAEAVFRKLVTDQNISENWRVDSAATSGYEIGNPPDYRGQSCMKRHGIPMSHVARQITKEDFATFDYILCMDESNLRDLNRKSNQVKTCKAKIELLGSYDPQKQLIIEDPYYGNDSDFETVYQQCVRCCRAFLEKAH
#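 Test system: LMPTP-A phosphatase enzyme. Amount: LMPTP-A at 0.625 nM final in the reaction. Reagent: OMFP substrate, 400 µM final. Times: 50 min at room temperature. Signal: endpoint fluorescence intensity from OMFP dephosphorylation. Read-out basis: % inhibition. Benchmarks: no-enzyme and uninhibited controls.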
# An asterisk follows results filed as active; nt = not tested or not shown.
1. CN(C)[C@@H]1C(=O)C(C(N)=O)=C(O)[C@@]2(O)C(=O)C3=C(O)c4c(O)ccc(Cl)c4[C@@H](O)[C@H]3C[C@@H]12
2. CCCOc1ccc(N2C(=O)CC(SCc3nc4ccccc4[nH]3)C2=O)cc1 (stereo not drawn)
3. O=C(CN1CCN(c2nc(-c3ccccc3)cs2)CC1)NNC(=O)c1ccco1
4. COc1ccc2c(CC#N)c[nH]c2c1
5. O=C(/N=C1/c2ccccc2CN1c1ccccc1)Nc1ccccc1
6. O=C(NCC1CCCO1)/C(=C/c1ccccc1)NC(=O)c1ccccc1 (stereo not drawn)
7. CO[C@H]1CN(C)C(=O)c2ccc(NC(=O)c3ccc4c(c3)OCO4)cc2OC[C@H](C)N(CC2CC2)C[C@@H]1C
8. COc1ccc(CC(=O)N/N=C(\C)c2cccc(NC(=O)C3CC3)c2)cc1
9. Fc1ccccc1NC(=S)N1CCC(c2ccccc2)C1 (stereo not drawn)
10. Cc1[nH]n(C(N)=S)c(=O)c1N=Nc1cccc([N+](=O)[O-])c1C

entry no.	1	2	3	4	5	6	7	8	9	10
bovine MsrA act	-3	-3	-2	3	-2	-1	nt	-6	-1	4
Scp-1 inhibitor	-6	-5	-6	-6	3	-5	nt	26	6	-4
DNMT1 block	37	1	2	0	-3	-3	nt	0	1	-11
E coli Lon inh	-2	4	-1	-3	16	3	nt	7	1	4
SUMO1 PPI mod	5	1	-5	2	-3	0	2	-3	0	-29
MsrA inhibitor	1.9	-1.0	0.4	-1.4	-0.1	1.2	0.2	-1.3	-0.7	nt
NRP1-CendR mod	-31	6	5	-8	12	5	5	5	3	4
STEP inh	6	0	4	4	1	4	nt	-2	3	3
TbMetRS inhib	0.0	0.4	-0.5	-0.2	0.7	-0.2	-0.6	-0.9	-0.1	-0.8
LMPTP inh	11	-1.3	-2.0	-0.8	0.2	-1.1	-1.5	-0.6	-0.8	-1.1

# Part of the list above, with values ahead of the structure.
nr | bovine MsrA act | Scp-1 inhibitor | DNMT1 block | E coli Lon inh | SUMO1 PPI mod | MsrA inhibitor | NRP1-CendR mod | STEP inh | TbMetRS inhib | LMPTP inh | mol
6 | -1 | -5 | -3 | 3 | 0 | 1.2 | 5 | 4 | -0.2 | -1.1 | O=C(NCC1CCCO1)/C(=C/c1ccccc1)NC(=O)c1ccccc1 (stereo not drawn)
7 | nt | nt | nt | nt | 2 | 0.2 | 5 | nt | -0.6 | -1.5 | CO[C@H]1CN(C)C(=O)c2ccc(NC(=O)c3ccc4c(c3)OCO4)cc2OC[C@H](C)N(CC2CC2)C[C@@H]1C
8 | -6 | 26 | 0 | 7 | -3 | -1.3 | 5 | -2 | -0.9 | -0.6 | COc1ccc(CC(=O)N/N=C(\C)c2cccc(NC(=O)C3CC3)c2)cc1
9 | -1 | 6 | 1 | 1 | 0 | -0.7 | 3 | 3 | -0.1 | -0.8 | Fc1ccccc1NC(=S)N1CCC(c2ccccc2)C1 (stereo not drawn)
10 | 4 | -4 | -11 | 4 | -29 | nt | 4 | 3 | -0.8 | -1.1 | Cc1[nH]n(C(N)=S)c(=O)c1N=Nc1cccc([N+](=O)[O-])c1C

# Next section
11. Cc1nc(C(=O)Nc2cc(F)cc(Cl)c2)sc1C1(C)CC(c2ccccc2)=NO1 (stereo not drawn)
12. CCCCCCCC(=O)NN1CCOCC1
13. O=C(Nc1ccc(F)cc1)Nc1ccc([N+](=O)[O-])cn1
14. COc1ccc(C2c3cc(OC)c(OC)cc3CCN2C2CC(=O)N(c3ccccc3)C2=O)cc1OC (stereo not drawn)
15. O=C(NCCCN1CCOCC1)c1cccnc1SCc1ccccc1Cl
16. C=CCn1c(C)cc(C2=NNC(=Nc3ccc(C)cc3)SC2)c1C
17. Cc1nccn1-c1c2c(c(C#N)c3nc4ccccc4n13)CCCC2
18. O=C(/C=C/c1ccc2c(c1)OCO2)Nc1nc2ccc(F)cc2s1
19. OCCC1CN(Cc2cccc3nccnc23)CCN1Cc1ccc(F)cc1 (stereo not drawn)
20. CC(C)CCNC(=O)C1CCN(S(=O)(=O)c2ccc3c(c2)CCC(=O)N3)CC1

entry no.	11	12	13	14	15	16	17	18	19	20
bovine MsrA act	-2	-3	-8	-2	-3	-13	-2	-2	-1	0
Scp-1 inhibitor	8	3	-6	-6	-4	7	-12	11	1	-6
DNMT1 block	-2	-1	2	0	-1	-14	3	14	1	9
E coli Lon inh	-16	10	2	4	-2	-9	3	-8	-2	5
SUMO1 PPI mod	8	-4	-2	-3	-1	0	5	2	-12	0
MsrA inhibitor	0.7	-0.1	0.1	3.4	0.7	0.7	-0.6	0.8	3.6	-0.1
NRP1-CendR mod	2	8	0	-5	-1	8	-6	1	-12	-2
STEP inh	-2	0	-1	-1	-2	1	-3	-1	-1	0
TbMetRS inhib	0.8	-0.8	-0.9	-0.3	-0.9	-1.5	1.0	-1.1	0.0	-0.5
LMPTP inh	1.3	-0.3	2.1	-1.3	0.1	0.3	2.3	-1.2	-1.9	-1.4

21. CC(Sc1ccc(Cl)cc1)C(=O)N(C)CC(=O)Nc1ccc(N2CCOCC2)cc1 (stereo not drawn)
22. CCOc1cc(S(=O)(=O)N2CCC(Cc3ccccc3)CC2)c(OCC)cc1-n1cnnn1
23. CC(C)NC(=O)Cn1c(SCC(=O)N2c3ccccc3CC2C)nc2ccccc21 (stereo not drawn)
24. CC(=O)N/C(=C/C(C)C)c1ccccc1
25. O=C1CN2C(=Nc3ccc(Br)cc3C2c2ccccc2)CCN1 (stereo not drawn)
26. Cc1ccc(OCc2nnnn2-c2ccccc2)cc1
27. COc1ccc(CN(CC(=O)NCc2ccco2)C(=O)CCC(=O)Nc2ccccn2)cc1
28. COc1ccc(/C=N/NC(=O)C(=O)/C=C2\NC3(CCCC3)Cc3ccccc32)cc1
29. Fc1ccc(NC(=S)NCCc2ccccc2)c(F)c1F
30. Cc1ccc2cc3cc(C(=O)NC4CCCCC4)oc3nc2c1

entry no.	21	22	23	24	25	26	27	28	29	30
bovine MsrA act	-5	-5	-7	-8	-5	-10	-1	2	-3	-2
Scp-1 inhibitor	-3	-6	-2	5	-7	-11	-8	3	-8	3
DNMT1 block	-6	-3	0	2	2	4	0	-11	5	-2
E coli Lon inh	-17	4	2	4	5	13	0	0	-6	-2
SUMO1 PPI mod	2	3	-1	-6	-3	-4	0	-4	1	-29
MsrA inhibitor	-1.0	0.9	0.1	-0.1	-0.1	0.6	0.2	1.9	-0.5	0.4
NRP1-CendR mod	-4	-8	-2	9	-1	0	-9	-8	-1	4
STEP inh	-2	2	-2	-1	-5	-3	-10	4	-3	1
TbMetRS inhib	-0.6	-1.0	-0.9	-0.5	-0.5	-1.5	0.0	-0.8	-0.2	0.2
LMPTP inh	-1.0	2.4	0.2	-0.5	1.3	-0.6	-2.2	5.0	-0.2	-0.1

31. O=C(NCC1CC1)C1Cc2c(-c3cccc(F)c3)ccnc2O1 (stereo not drawn)
32. N#CCC(CNc1ncc(C(F)(F)F)cc1Cl)OC(=O)c1ccc(Cl)cc1Cl (stereo not drawn)
33. CC(C)c1ccc(NC2CCCN(C(=O)c3cccnc3)C2)cc1 (stereo not drawn)
34. CC(C)COc1nc2c(c(=O)n(C)c(=O)n2C)n1C
35. O=C(Nc1ccc2c(c1)OCCO2)c1ccccn1
36. CCOC(=O)C1CCCN(c2oc(-c3ccc(F)cc3)nc2C#N)C1 (stereo not drawn)
37. CCN1C(=O)NC(c2cc(Br)ccc2OC)C(C(=O)OC)=C1C (stereo not drawn)
38. O=C(CSc1n[nH]c(=O)n1-c1cccnc1)Nc1ccccc1Cl
39. CN(C)C(CNC1CC(C)(C)NC(C)(C)C1)c1cccc(F)c1 (stereo not drawn)
40. CC1(C(=O)N/N=C/c2ccccc2)CC1(Cl)Cl (stereo not drawn)

entry no.	31	32	33	34	35	36	37	38	39	40
bovine MsrA act	-6	0	-4	0	-2	-1	-2	-9	-3	0
Scp-1 inhibitor	nt	-12	-6	-11	-5	-3	-4	-2	-8	-10
DNMT1 block	6	2	-1	-1	-4	-4	-6	1	-3	-1
E coli Lon inh	-3	0	-3	-2	7	4	-4	-5	0	-11
SUMO1 PPI mod	0	4	0	3	3	0	-2	12	-4	0
MsrA inhibitor	-0.6	1.7	-0.4	0.8	-0.3	-1.3	0.8	1.2	0.1	0.6
NRP1-CendR mod	0	5	10	-2	1	6	-13	-8	2	1
STEP inh	2	4	1	-1	1	0	-1	1	-3	-2
TbMetRS inhib	-0.4	0.8	-0.4	-0.2	-2.1	0.2	-0.7	-0.7	-0.3	0.5
LMPTP inh	-0.3	4.3	-0.8	-2.8	0.6	1.3	0.8	-2.0	-1.5	-0.1

41. COc1ccc(CN2C(=O)CCC2(C)c2nnnn2-c2ccc3c(c2)OCCO3)cc1OC (stereo not drawn)
42. CCc1ccc(-c2nc(SCC(=O)N(CCOC)c3c(N)n(Cc4ccccc4)c(=O)[nH]c3=O)n[nH]2)cc1
43. C#Cc1ccc(C(=O)NCc2ccc(N3CCCC3=O)cc2)cc1
44. CCC(=O)N1CCC1(C)C(=O)Nc1ccccc1 (stereo not drawn)
45. Fc1ccccc1COc1ccc(/C=N/n2cnnc2)cc1
46. COC(=O)c1ccc(-n2cnc3ccccc32)nc1
47. Cn1c(SCC(=O)N2CCCC2)nnc1-c1ccc2c(c1)OCO2
48. Cc1ccc(S(=O)(=O)N(C)C)cc1NC(=O)/C=C/c1cccs1
49. CCOc1cc(/C=N/NC(=O)c2ccncc2)ccc1OS(C)(=O)=O
50. COC(=O)C1=C(C)N(c2ccc(Cl)cc2)/C(=C/c2cccs2)C1=O
51. COCCOC(=O)C1=C(C)NC(=O)NC1c1c(F)cccc1Cl (stereo not drawn)
52. CSc1nnc(-c2ccc(Cl)cc2Cl)o1

entry no.	41	42	43	44	45	46	47	48	49	50	51	52
bovine MsrA act	-4	-3	-3	-2	-2	-4	0	-3	-6	-6	-6	1
Scp-1 inhibitor	nt	-5	45	nt	-12	-2	-7	1	-7	-1	-1	-15
DNMT1 block	nt	0	-10	1	-1	2	1	3	1	3	2	2
E coli Lon inh	1	-7	-6	5	-9	-6	-9	5	-13	20	-2	-3
SUMO1 PPI mod	1	-3	2	2	-10	2	-4	-9	-5	-5	-5	1
MsrA inhibitor	0.3	-0.2	-0.1	0.4	-0.7	0.4	-0.5	2.0	1.6	-0.6	-0.8	0.6
NRP1-CendR mod	3	24	12	3	-7	0	2	4	-2	-85	-4	0
STEP inh	nt	-2	1	-2	0	-4	-1	-3	-2	-2	1	-1
TbMetRS inhib	-1.1	-0.1	-1.0	0.8	-0.3	-0.5	-0.3	-0.2	-1.3	-0.6	-1.4	-0.2
LMPTP inh	-1.7	0.3	3.7	-0.9	-0.9	-1.7	-0.5	1.3	-2.1	-0.9	-1.6	-1.2
